# Bcl-W Bim block: inhibitors of Bim binding to Bcl-W, primary screen, biochemical, multiplexed, bead-based flow cytometry. Bcl-2-like protein 2 (Homo sapiens), Q92843. Bim peptide-Bcl-W binding. inhibition, % at 10 µM. 0.02% of 190,000 active;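 further: 0% = bound tracer without compound and 100% = peptide blocker; higher means less fluorescent Bim peptide bound to Bcl-W beads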
# Target sequence (Q92843 whole entry, looked up): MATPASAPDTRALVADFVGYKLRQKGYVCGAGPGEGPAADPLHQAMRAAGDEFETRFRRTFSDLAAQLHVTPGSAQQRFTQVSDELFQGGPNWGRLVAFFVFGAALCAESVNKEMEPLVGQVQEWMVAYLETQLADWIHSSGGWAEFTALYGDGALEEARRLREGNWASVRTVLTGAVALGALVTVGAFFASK
# RGS4-Gao reg: modulators of RGS4 binding to Galphao, primary screen, biochemical, multiplexed bead flow cytometry | actives lie on both sides | 0.33% of 220,000 active | binding response (% of control), % at 10 µM | Guanine nucleotide-binding protein G(o) subunit alpha (Homo sapiens), P09471; in the data active means binding response below about 49% or above about 150%; inactive means in between;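 further: fluorescent Galphao activated with aluminum fluoride binding bead-coupled RGS4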
# Bcl-B Bim block: inhibitors of Bim-Bcl-B binding, primary screen, biochemical, multiplexed, human Bcl-2 family. inhibition, % at 10 µM. Bcl-2-like protein 10 (Homo sapiens), Q9HD36. AID 951, 2007. bead-based flow cytometry, Bim peptide-Bcl-B binding. 0.073% of 190,000 active;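 further: 0% = tracer peptide without compound and 100% = reference inhibitor peptide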
# Target sequence (Q9HD36 whole entry, looked up): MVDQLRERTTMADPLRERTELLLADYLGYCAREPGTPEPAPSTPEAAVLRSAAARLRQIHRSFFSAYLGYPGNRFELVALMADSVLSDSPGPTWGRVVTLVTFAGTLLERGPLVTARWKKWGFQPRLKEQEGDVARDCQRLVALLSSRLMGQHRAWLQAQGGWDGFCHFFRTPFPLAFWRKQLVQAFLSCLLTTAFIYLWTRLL
# ABCB1 block: ABCB1 efflux pump inhibitors, primary screen, cell-based, multiplex, flow cytometry, ABCG2 counter-screen; ATP-dependent translocase ABCB1 (Homo sapiens), P08183; CCRF-Adr cells, JC-1 efflux; inhibition, % at 6.6 µM; 0.067% of 190,000 active; AID 1326, 2008; in the data active means inhibition above about 40%;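 further: 0% = vehicle and 100% = reference inhibitor; higher value means more JC-1 retained so stronger ABCB1 efflux block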
# Bcl-2 Bim block: inhibitors of Bim-Bcl-2 binding, primary screen, biochemical, multiplexed, human Bcl-2 family; 0.06% of 190,000 active; Bead-based flow cytometry, Bim peptide-Bcl-2 binding; inhibition, % at 10 µM; in the data active means inhibition above about 40%; inconclusive means no clear call, values can overlap the other calls;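 further: 0% = no compound wells with probe peptide and 100% = reference peptide inhibitor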
# Target sequence (P10415 whole entry, looked up): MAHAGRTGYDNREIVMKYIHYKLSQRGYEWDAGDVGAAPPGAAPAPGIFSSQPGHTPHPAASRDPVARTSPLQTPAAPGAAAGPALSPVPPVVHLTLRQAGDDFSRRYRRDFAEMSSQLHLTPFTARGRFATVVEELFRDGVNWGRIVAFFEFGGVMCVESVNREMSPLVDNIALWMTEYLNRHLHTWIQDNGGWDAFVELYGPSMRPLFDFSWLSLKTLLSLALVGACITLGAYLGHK
# Avidin bead fluor: green autofluorescence of compounds with avidin beads – biophysical, 488/530 nm, flow cytometry, artefact control, profiling panel. compound fluorescence 488/530 nm; stronger effect = higher value. fluorescence (KMESF) at 10 µM. 0.38% of 220,000 active. AID 1775, 2009; in the data active means fluorescence above about 47; further: inactives centre near 10
# Bfl-1 Bim block: inhibitors of Bim binding to Bfl-1, primary screen, biochemical, multiplexed, bead-based flow cytometry | Bim-Bfl-1 binding inhibition | Bcl-2-related protein A1 (Homo sapiens), Q16548 | inhibition, % at 10 µM | AID 1008, 2008 | 0.12% of 190,000 active;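 further: 0% = wells without compound plus tracer and 100% = blocker peptide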
# GSH fluor: compound fluorescence on glutathione beads, profiling panel, artefact control, biophysical, 488/530 nm, flow cytometry; fluorescence (KMESF) at 10 µM; 0.25% of 190,000 active; GSH beads flow cytometry, compound fluorescence 488/530 nm; stronger effect = higher value; in the data active means fluorescence above about 89;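 further: glutathione beads carrying GST-tagged Bcl family fusion proteins plus one bare bead set; values are compound well signal with DMSO vehicle wells as background; inactives centre near 16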
# ABCG2 block: ABCG2 efflux pump inhibitors, primary screen, multiplex with ABCB1, IgMXP3 cells, flow cytometry; Broad substrate specificity ATP-binding cassette transporter ABCG2 (Homo sapiens), Q9UNQ0; JC-1 efflux; inhibition, % at 6.6 µM; 0.1% of 190,000 active; AID 1325, 2008;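 active means inhibition above 80%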;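 further: 0% = DMSO and 100% = nicardipine control wells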
#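 Read-out basis: Efflux inhibition in percent versus controls | Test system: ABCG2 IgMXP3 and barcoded ABCB1 CCRF-Adr cell mix | Quantity: 3 million cells/mL in well | Schedule: 10 min at 25 °C | Control set: Nicardipine as high control, DMSO as low control | Reagent: JC-1 as fluorescent efflux pump substrate | Signal: Flow cytometry of retained JC-1 fluorescence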
# Bim-Bcl-XL: inhibitors of Bim-Bcl-XL binding, primary screen, biochemical, multiplexed, bead flow cytometry, human Bcl-XL | Bim peptide-Bcl-XL binding, fluorescence | inhibition, % at 10 µM | 0.04% of 190,000 active | AID 1007, 2008
# Target sequence (Q07817 whole entry, looked up): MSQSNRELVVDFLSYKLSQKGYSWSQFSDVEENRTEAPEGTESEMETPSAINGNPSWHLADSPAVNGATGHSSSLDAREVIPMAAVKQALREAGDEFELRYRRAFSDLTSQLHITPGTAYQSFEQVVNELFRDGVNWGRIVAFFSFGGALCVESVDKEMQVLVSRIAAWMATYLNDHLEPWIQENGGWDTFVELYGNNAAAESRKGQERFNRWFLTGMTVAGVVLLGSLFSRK
# RGS7-Gao reg: RGS7-Galphao binding modulators, primary screen, biochemical, multiplexed bead flow cytometry | actives lie on both sides | Guanine nucleotide-binding protein G(o) subunit alpha (Homo sapiens), P09471 | binding response (% of control), % at 10 µM | 0.35% of 220,000 active; in the data active means binding response below about 49% or above about 150%; inconclusive means no clear call, values can overlap the other calls; inactive means in between;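 further: fluorescent Galphao held in activated GDP-AlF4 state binding bead-coupled RGS7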
# Numbers without * were called inactive; ? = inconclusive; . = not tested or not shown. Unless noted, no stated cut-off is given here; in the data, active means inhibition above about 40%. Random draw from the library (roughly 1.3% active in at least one column).
canonical_smiles	Bcl-W Bim block	RGS4-Gao reg	Bcl-B Bim block	ABCB1 block	Bcl-2 Bim block	Avidin bead fluor	Bfl-1 Bim block	GSH fluor	ABCG2 block	Bim-Bcl-XL	RGS7-Gao reg
Cc1ccc(C)c(NC2=C(Cl)C(=O)OC2OC(C)C)c1 (stereo not given)	-1	98	-1	-0.2	1	11	-5	10	2	-1	100
Cc1ccc(S(=O)(=O)c2ccc(Oc3ccccc3)cc2)cc1	0	100	-2	0.1	1	39	0	13	0	0	99
COc1cc(/C=C(/C#N)c2nc3ccccc3[nH]2)ccc1OCC(=O)Nc1ccccc1C(C)C	9	100	18	-0.3	15	14	11	9	-3	3	104
CC[C@H](C)[C@H](NC(N)=O)C(=O)OCC(=O)NCc1ccc(Cl)cc1	0	105	0	0.1	2	25	-4	7	0	-3	106
CC(O)/C=C/c1cccc[n+]1C (stereo not given)	1	103	2	0.1	2	14	2	23	2	0	101
COc1ccc(C(=O)COC(=O)c2ccc(NC(=O)c3ccccc3)cc2)cc1	0	98	-3	-0.2	-3	27	-5	25	-1	-3	94
COc1ccc(CNC(=O)CCCOc2cc(=O)n(C)c3ccccc23)cc1	-3	99	-6	1.0	-4	10	-13	25	15	-6	104
CCC(=O)Nc1cccc(-c2nnc(SCC(=O)c3ccccc3)n2C)c1	-6	99	-15	0.4	-3	33	0	26	14	-3	98
Cc1ccc(N(C)C(=O)N2CCN(S(=O)(=O)c3ccc4ccccc4c3)CC2)cc1	1	104	-4	1.7	-4	5	-12	15	2	-2	102
O=C(O)CCCC(=O)Nc1cccc(-c2nc3ccccc3[nH]2)c1	-2	105	1	0.3	-2	12	0	13	2	1	103
O=C1CSC(c2ccncc2)N1Cc1ccccc1 (stereo not given)	-2	100	0	0.0	2	8	1	13	0	1	?
O=c1c2c(-c3ccccc3)csc2ncn1/N=C/c1c2ccccc2cc2ccccc12	9	102	5	-0.3	20	5	5	2	-2	18	109
Cc1oc(=O)c(NC(=O)c2ccccc2)cc1C(C)O (stereo not given)	-2	103	-5	0.3	-1	9	-6	17	1	-4	99
CC(=O)N1CCN(S(=O)(=O)c2ccc(Cl)cc2F)CC1	-1	101	-2	0.4	0	10	-4	19	3	-2	101
O=C(CCc1ccc(Oc2cc([N+](=O)[O-])cc([N+](=O)[O-])c2)cc1)N1CCCCCC1	-3	100	-11	2.0	0	2	0	10	10	-8	100
CNC(=S)N1N=C(c2ccc(OC)cc2)CC1c1ccc(Cl)cc1Cl (stereo not given)	1	99	-8	0.9	-8	7	-4	18	4	-2	95

# Overlap with the part before: 6 compounds; new compounds follow.
canonical_smiles	Bcl-W Bim block	RGS4-Gao reg	Bcl-B Bim block	ABCB1 block	Bcl-2 Bim block	Avidin bead fluor	Bfl-1 Bim block	GSH fluor	ABCG2 block	Bim-Bcl-XL	RGS7-Gao reg
O=C1CSC(c2ccncc2)N1Cc1ccccc1 (stereo not given)	-2	100	0	0.0	2	8	1	13	0	1	?
O=c1c2c(-c3ccccc3)csc2ncn1/N=C/c1c2ccccc2cc2ccccc12	9	102	5	-0.3	20	5	5	2	-2	18	109
Cc1oc(=O)c(NC(=O)c2ccccc2)cc1C(C)O (stereo not given)	-2	103	-5	0.3	-1	9	-6	17	1	-4	99
CC(=O)N1CCN(S(=O)(=O)c2ccc(Cl)cc2F)CC1	-1	101	-2	0.4	0	10	-4	19	3	-2	101
O=C(CCc1ccc(Oc2cc([N+](=O)[O-])cc([N+](=O)[O-])c2)cc1)N1CCCCCC1	-3	100	-11	2.0	0	2	0	10	10	-8	100
CNC(=S)N1N=C(c2ccc(OC)cc2)CC1c1ccc(Cl)cc1Cl (stereo not given)	1	99	-8	0.9	-8	7	-4	18	4	-2	95
C=CCOc1ccc(CN(C)CC(=O)Nc2ccccc2[N+](=O)[O-])cc1	-1	100	-3	0.6	-5	11	-7	12	2	-1	?
CCN(CC)S(=O)(=O)c1ccc(Cl)c(NC(=O)COC(=O)c2cc(-c3ccccc3Cl)nc3ccccc23)c1	-21	102	-17	1.0	-10	5	-8	20	-2	-19	102
CCn1c(SCC(=O)N2CCc3ccccc3C2)nc2sc(C)c(C)c2c1=O	-4	101	-6	1.5	-6	7	0	12	0	-4	99
Cc1cccc(S(=O)(=O)Nc2nc3ccccc3nc2NCc2ccc3c(c2)OCO3)c1	-3	98	-5	0.4	-4	10	-2	11	0	-6	101
CNC(=O)C1CCCN1S(=O)(=O)c1ccc(OC)cc1 (stereo not given)	1	100	-6	0.4	-11	10	-13	11	4	-5	100
Cc1cc(NS(=O)(=O)c2ccc(NC(=O)/C=C/c3ccc(C)o3)cc2)nc(C)n1	-1	105	-38	-0.7	2	1	12	11	-2	-4	103
O=C(N/N=C/c1ccccn1)c1cccc([N+](=O)[O-])c1	0	105	0	0.3	2	9	-8	19	4	0	112
CC(C)/C(=N/Nc1ccccc1[N+](=O)[O-])c1ccccc1	-2	103	-7	0.6	-7	10	-12	55	2	-4	105

# Two successive compounds already listed, quoted:
canonical_smiles	Bcl-W Bim block	RGS4-Gao reg	Bcl-B Bim block	ABCB1 block	Bcl-2 Bim block	Avidin bead fluor	Bfl-1 Bim block	GSH fluor	ABCG2 block	Bim-Bcl-XL	RGS7-Gao reg
CCN(CC)S(=O)(=O)c1ccc(Cl)c(NC(=O)COC(=O)c2cc(-c3ccccc3Cl)nc3ccccc23)c1	-21	102	-17	1.0	-10	5	-8	20	-2	-19	102
CCn1c(SCC(=O)N2CCc3ccccc3C2)nc2sc(C)c(C)c2c1=O	-4	101	-6	1.5	-6	7	0	12	0	-4	99

# Next structures
canonical_smiles	Bcl-W Bim block	RGS4-Gao reg	Bcl-B Bim block	ABCB1 block	Bcl-2 Bim block	Avidin bead fluor	Bfl-1 Bim block	GSH fluor	ABCG2 block	Bim-Bcl-XL	RGS7-Gao reg
Nc1ccc(-n2nncc2-c2ccccc2)cc1	-26	85	-21	1.3	-23	3	-20	29	10	-21	91
COc1ccc(-n2c(N)c(C#N)c3ccc([N+](=O)[O-])cc3c2=O)cc1	-2	101	-9	0.1	-3	11	-8	10	2	-5	101
COC(=O)COc1cccc(NC(=O)c2cc(OC)cc(OC)c2)c1	3	95	-4	0.3	-2	9	-6	19	8	0	?
CCOC(=O)c1cc(-c2ccccc2)sc1NC(=O)C(C)C	3	98	2	0.3	0	4	3	10	7	1	110
N#CC1=CN(Cc2ccccc2)C=C(/C=N/Nc2ccccc2)C1	0	100	-2	-0.1	0	11	4	16	3	1	?
Cc1cccc(-n2nc(C)c3c2NC2=C(C(=O)CCC2)C3c2ccccn2)c1 (stereo not given)	1	99	-4	1.3	-3	11	-1	17	9	-2	?
Cc1ccc(C(=O)CCC(=O)Nc2cccnc2)cc1C	0	97	0	0.1	-5	8	-4	30	4	0	96
c1ccc(-c2cn(-c3ccccc3)c3[n+]2CCS3)cc1	0	102	-3	1.3	0	15	3	14	5	-1	101
Cc1ccc(NC(=O)COC(=O)CCC(=O)c2cccs2)cc1C	3	101	4	-0.3	1	11	6	12	4	0	?
NC(=O)c1c(N)sc(=S)n1-c1ccccc1	5	100	-4	0.0	-4	6	-11	7	0	1	97
COc1cc(OC)c(NC(=O)Nc2ccc(OC)c(OC)c2)cc1Cl	-2	92	-5	5.4	-5	8	-4	31	57	-2	96
Cc1ccc(S(=O)(=O)c2n[nH]n3c2nc(=O)c2ccccc23)cc1	-3	113	1	.	1	8	-1	16	.	1	105
COCCCn1c(SCCc2ccccc2)nc2cc(OC)c(OC)cc2c1=N	-3	100	-7	1.3	-2	14	-2	14	2	-3	98
O=c1nc(-c2ccccc2)n(-c2ccc(Cl)cc2)[nH]1	-6	104	-12	0.1	-4	14	-14	20	1	-11	97
CCC(=O)Nc1cccc(NC(=O)CSc2nnc(C(C)C)n2CC)c1	-5	103	-9	0.5	-7	6	-9	46	1	-1	98
Cc1cc(NC(=O)COC(=O)COc2ccc3c4c(c(=O)oc3c2)CCC4)no1	1	102	1	4.7	-2	11	-7	23	0	2	101
O=C(NNC(=O)c1ccc2c(c1)OCO2)NC12CC3CC(CC(C3)C1)C2	-8	104	-11	0.6	-3	12	-14	20	3	-10	101
Cc1ccc(C(=O)COC(=O)CNC(=O)Cc2ccccc2)cc1[N+](=O)[O-]	-3	99	-9	0.6	-10	13	-8	31	2	9	98
CC(C(=O)NCc1ccc2c(c1)OCO2)N(c1ccccc1)S(C)(=O)=O (stereo not given)	0	114	2	0.5	1	24	-1	11	1	-2	108
O=C1CCCC2=C1C1(CCCCC1)N=C(Nc1nc3ccccc3o1)N2	-9	104	-15	0.2	-6	7	-12	25	0	-8	101
CC(=O)c1c(C)c2c(n1CCN(C)C)CCCC2	-1	97	-5	0.2	0	11	-2	9	1	-1	98
CCC1SC2=NC(C)=C(C(=O)OC)C(c3cccs3)N2C1=O (stereo not given)	-6	98	-10	-0.3	-14	18	-18	37	22	-10	96
CCN1CCCc2cc(CN(CCN3CCOCC3)C(=S)Nc3cccc(OC)c3)ccc21	0	103	-3	4.1	-1	5	0	10	9	0	103
COC(=O)c1cccc(NS(C)(=O)=O)c1C	0	99	0	0.1	0	31	0	9	0	0	98
NC(=O)c1ccccc1N/C=C1\CCCCC1=O	0	101	-1	0.3	-2	9	0	17	5	2	105
COc1ccc(C(=O)C2C(c3ccc(-c4ccccc4[N+](=O)[O-])o3)NC(=O)NC2(O)C(F)(F)F)cc1 (stereo not given)	-3	101	-28	1.2	-3	25	-1	12	79	-6	105
CCC(=O)n1nc(-c2cccnc2)nc1NCc1ccccc1	-7	104	-1	0.5	-1	5	-5	12	1	-4	101

# High-throughput results from PubChem BioAssay.
